RXFP1 antag – qHTS Assay for Antagonists of the Relaxin Receptor RXFP1; Relaxin receptor 1 (Homo sapiens), Q9HBX9; HEK293-RXFP1, relaxin-stimulated cAMP HTRF, 30 min; stronger effect = lower value; activity change, negative = inhibition, % at 57.5 µM; 0.59% of 350,000 active;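 active = activity change of -60% or lower, but not beyond a set lower limit; inconclusive = change between -60% and -40%, or beyond the set limit; inactive = change above -40%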
Target sequence (Q9HBX9 whole entry, looked up): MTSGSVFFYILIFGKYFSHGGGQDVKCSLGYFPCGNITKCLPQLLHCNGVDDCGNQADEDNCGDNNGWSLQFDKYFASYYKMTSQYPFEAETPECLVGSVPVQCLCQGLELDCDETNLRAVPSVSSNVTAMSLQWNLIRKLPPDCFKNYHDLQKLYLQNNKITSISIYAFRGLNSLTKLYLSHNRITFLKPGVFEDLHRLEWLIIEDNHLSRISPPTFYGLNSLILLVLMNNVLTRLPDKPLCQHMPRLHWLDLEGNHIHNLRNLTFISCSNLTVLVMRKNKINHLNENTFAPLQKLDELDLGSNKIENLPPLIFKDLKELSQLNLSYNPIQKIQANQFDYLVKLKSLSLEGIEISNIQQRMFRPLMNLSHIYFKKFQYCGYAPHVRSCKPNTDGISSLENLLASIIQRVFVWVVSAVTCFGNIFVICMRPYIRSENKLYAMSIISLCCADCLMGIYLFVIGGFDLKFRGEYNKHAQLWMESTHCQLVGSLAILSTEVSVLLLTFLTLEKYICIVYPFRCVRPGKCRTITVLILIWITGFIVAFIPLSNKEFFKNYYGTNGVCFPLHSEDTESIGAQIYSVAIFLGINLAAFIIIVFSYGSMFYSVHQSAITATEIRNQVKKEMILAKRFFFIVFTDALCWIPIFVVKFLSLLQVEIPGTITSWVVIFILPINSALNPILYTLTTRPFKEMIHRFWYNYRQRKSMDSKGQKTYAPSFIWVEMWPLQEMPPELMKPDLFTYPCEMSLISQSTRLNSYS
* hit, by the source's call; u = inconclusive. % is scaled to controls: 0 for no effect and ±100 for the full control effect. A portion of the library; count on the stated rates, not on these rows.

SMILES	RXFP1 antag
NC(=O)Cc1ccc(C(=O)CSc2nnc(-c3ccncc3)n2C2CC2)s1	u
CCOc1ccc(NC(=O)CC(C)O)cc1 (stereo not drawn)	15.3
CC(C)(C)C(=O)Nc1ccc(N2CCN(C(=O)c3cccs3)CC2)cc1	0.8
Cc1[nH][nH]c(=O)c1N=Nc1ccc(S(N)(=O)=O)cc1	-4.0
Cc1nc2ccccc2n1CC(=O)OCC(=O)N1CCC(C)CC1	2.0
O=C(O)C1CCN(Cc2oc(CO)cc(=O)c2O)C1 (stereo not drawn)	4.8
CCC1(C)Cc2c(sc3c2c(=O)n(C)c2nnc(SCC(=O)c4ccccc4)n32)CO1 (stereo not drawn)	5.8
CC(=O)NS(=O)(=O)c1ccc(NC(=O)c2cccc3ccccc23)cc1	-29.9
Cc1cccc(C(=O)OCC(=O)N2CCc3ccccc3C2)c1O	-5.0
CCCN(CCC)CCc1cccc2c1CC(=O)N2	-3.7
N#CC1=C(N)OC2=C(C(=O)CCC2)C1Cc1ccccc1 (stereo not drawn)	-0.6
CCCCCCN[C@H]1CCC2C3CC=C4C[C@@H](O)CC[C@]4(C)C3CC[C@@]21C (stereo partly drawn)	-24.1
CCC1(C(=O)OC)NC(c2cccc(F)c2)C2C(=O)N(C)C(=O)C21 (stereo not drawn)	-3.5
CN(CCCC(=O)O)c1ccc(N=Nc2ccc([N+](=O)[O-])cc2)cc1	-0.1
CC(=O)Nc1ccc(S(=O)(=O)N(C)c2ccc(OCCOc3cccc(C)c3)cc2)cc1	-10.5

Overlap with the part before: 3 entries, then new ones.
SMILES	RXFP1 antag
CCC1(C(=O)OC)NC(c2cccc(F)c2)C2C(=O)N(C)C(=O)C21 (stereo not drawn)	-3.5
CN(CCCC(=O)O)c1ccc(N=Nc2ccc([N+](=O)[O-])cc2)cc1	-0.1
CC(=O)Nc1ccc(S(=O)(=O)N(C)c2ccc(OCCOc3cccc(C)c3)cc2)cc1	-10.5
CCOC(=O)C(Cc1ccnc2ccccc12)=NO	13.3
CC1CCCN(CC(O)CN2CCN(CC(O)CN3CCCC(C)C3)C(C)C2)C1 (stereo not drawn)	0.7
N/C(=N\OC(=O)c1ccccc1Cl)c1ccccn1	-4.5
Nc1cc(Cl)ccc1C(=O)OCC(=O)NCc1cccs1	0.8
CC1(C)CN(CCc2ccccc2)C(=O)[C@H]1CC(=O)Nc1ccc(Br)cc1	5.0
NC(=O)N/C=C1\CCCOC1=O	7.9
O=[N+]([O-])c1ccc(CC(Cl)c2ccccn2)cc1 (stereo not drawn)	-11.7
COc1ccc(C(CNC(=O)c2cc(S(=O)(=O)N3CCCCC3)ccc2C)N2CCCC2)cc1 (stereo not drawn)	2.5
O=C1[C@H]2[C@@H](c3ccc(C(F)(F)F)cc3)N[C@]3(CCCN(Cc4ccc(C(F)(F)F)cc4)C3=O)[C@H]2C(=O)N1Cc1ccccc1	-5.0
CC1=C(C(=O)N(C)C)CC(CC(=O)NC2CCCC2)C(=O)N1CCC1=CCCCC1 (stereo not drawn)	-1.1
O=C(c1nc2ccc(Cl)cn2c1CN1CCC[C@H]1CO)N1CCc2ccccc2C1	1.2
c1ccc2c(c1)-c1ccccc1C2N1CCOCC1	0.6
O=C(Cc1cccc2ccccc12)NN=Cc1ccc2c(c1)CCC2	-15.8
COc1ccc(CC(=O)Nc2cccc(-c3nnc(-c4ccco4)o3)c2)cc1	-28.4
CNC(=O)c1sc(N2N=C3/C(=C\c4ccccc4)CCCC3C2c2ccccc2)nc1C (stereo not drawn)	-8.9

Among those listed so far, these contain sulfur:
SMILES	RXFP1 antag
NC(=O)Cc1ccc(C(=O)CSc2nnc(-c3ccncc3)n2C2CC2)s1	u
CC(C)(C)C(=O)Nc1ccc(N2CCN(C(=O)c3cccs3)CC2)cc1	0.8
Cc1[nH][nH]c(=O)c1N=Nc1ccc(S(N)(=O)=O)cc1	-4.0
CCC1(C)Cc2c(sc3c2c(=O)n(C)c2nnc(SCC(=O)c4ccccc4)n32)CO1 (stereo not drawn)	5.8
CC(=O)NS(=O)(=O)c1ccc(NC(=O)c2cccc3ccccc23)cc1	-29.9
CC(=O)Nc1ccc(S(=O)(=O)N(C)c2ccc(OCCOc3cccc(C)c3)cc2)cc1	-10.5
Nc1cc(Cl)ccc1C(=O)OCC(=O)NCc1cccs1	0.8
COc1ccc(C(CNC(=O)c2cc(S(=O)(=O)N3CCCCC3)ccc2C)N2CCCC2)cc1 (stereo not drawn)	2.5
CNC(=O)c1sc(N2N=C3/C(=C\c4ccccc4)CCCC3C2c2ccccc2)nc1C (stereo not drawn)	-8.9

Other results:
SMILES	RXFP1 antag
COc1ccc(C2(C)NC(=O)N(CC(=O)N(c3ccccc3)C3CCS(=O)(=O)C3)C2=O)cc1 (stereo not drawn)	20.7
COc1cccc(S(=O)(=O)N(C)C[C@H]2OCc3cn(nn3)CCCC(=O)N([C@H](C)CO)C[C@@H]2C)c1	1.5
COc1ccc(C(=O)COC(=O)c2ccccn2)c(OC)c1	3.1
CCN(CCn1cccn1)C(=O)c1ccc(OC2CCN(C(=O)CCOC)CC2)cc1	-3.9
COc1ccc(C=CC(=O)c2ccc(OC)c(OC)c2)cc1O	4.2
COc1ccc(N=C2C=CC(=O)O2)cc1	5.3
N#CC1(Nc2ccc(C(=O)O)cc2)CCCC1	-10.3
COc1ccccc1CNCc1ccc2c(c1)OCO2	1.6
O=c1cc(-c2ccccc2)nc(Sc2ccc([N+](=O)[O-])cc2[N+](=O)[O-])[nH]1	-4.4
NS(=O)(=O)c1ccc(CNC(=S)NC(=O)c2ccco2)cc1	2.3
Cc1ccc(S(=O)(=O)NN=Cc2cc(Cl)ccc2O)cc1	3.9
CN(CC(=O)Nc1ccccc1Cl)CC(=O)N(C)c1c(N)n(Cc2ccccc2)c(=O)[nH]c1=O	-10.5
COc1cc2nn(-c3ccccc3N)nc2cc1OC	-2.6
O=S(=O)(c1ccccc1)N1CC2CC(Br)C(Br)CC21 (stereo not drawn)	-2.1
COc1ccc(CN2C(=O)C(CC(=O)NC3CCCCC3)CC(C(=O)N3CCOCC3)=C2C)cc1 (stereo not drawn)	12.3
Cc1cc(Br)ccc1NC(=O)CNC(=O)CSc1nccn1C	-1.2
N#CC1C(=O)NC(=O)C(C#N)C12CCCc1sccc12 (stereo not drawn)	-14.8
C[C@@H]1CN([C@@H](C)CO)C(=O)CCCn2nncc2CO[C@@H]1CN(C)C(=O)CCC(F)(F)F	5.8
O=C1CSC(=S)N1N=Cc1cccc(OCc2ccccc2)c1	-95.4*
O=C(NCCc1cccc(F)c1)C1CC(O)CN1C(=O)Nc1ccccc1 (stereo not drawn)	0.7
CC(C)CN(C(=O)C1=COCCO1)c1c(N)n(Cc2ccccc2)c(=O)[nH]c1=O	3.0
CN(Cc1ccccc1)C(=O)COC(=O)c1ccc(Br)o1	-4.1
CC(NC(=O)CSc1ncccn1)c1ccc2c(c1)OCO2 (stereo not drawn)	-5.3
O=C1CCCc2ccc3ccccc3c21	-5.6
COc1ccccc1C(=O)NCCN1CCCC1	-0.2
CCCC#Cc1ccc2c(c1)O[C@@H](CN(C)Cc1ccc3c(c1)OCO3)[C@H](C)CN([C@@H](C)CO)S2(=O)=O	0.0
Cc1cccc(NC(=S)NC(=O)C(c2ccccc2)c2ccccc2)n1	-11.6
O=[N+]([O-])c1ccccc1S(=O)(=O)N/C(=N/S(=O)(=O)c1ccccc1)c1ccccc1	-34.7
N#Cc1ccc(OCC(=O)NCCCN2CCCC2=O)cc1	-1.9
O=C(OCCN1C(=O)c2ccccc2C1=O)[C@@H]1CC(O)CN1S(=O)(=O)c1ccccc1[N+](=O)[O-] (stereo partly drawn)	0.5
COc1cccc(NC(=O)N(C)C[C@@H]2OCc3cnnn3CCCC(=O)N([C@@H](C)CO)C[C@H]2C)c1	2.1
COc1ccc(C(C(=O)NC2CCCC2)N(Cc2ccc(F)cc2)C(=O)c2ccn[nH]2)cc1OC (stereo not drawn)	-10.2
Cc1ccc(C(=O)CCC(=O)OCC(=O)N2CCN(S(=O)(=O)c3ccc(C)cc3C)CC2)cc1	-15.9
CC1CCCC(=NNC(=O)C2COc3ccccc3O2)C1 (stereo not drawn)	1.6
Cc1ccc2c(c1)N(CC(=O)Nc1ccccc1F)C(=O)C(C)O2 (stereo not drawn)	u
CC1CCN(C(=O)COC(=O)c2cccc(S(=O)(=O)N3CCOCC3)c2)CC1	3.6
O=c1c2sc3nc(N4CCOCC4)c4c(c3c2ncn1C(c1ccccc1)c1ccccc1)CCCC4	8.2
Cc1ccnc(NS(=O)(=O)c2ccc(NC(=O)c3cccc(Cl)c3)cc2)n1	-6.5
O=C(COC(=O)c1ccccn1)NNC(=O)c1ccc(Br)cc1	-5.4
CC1CC(=O)c2cc(-c3ccccc3)oc2C1 (stereo not drawn)	5.6
CCOc1cc2ccccc2cc1C(=O)Nc1ccccn1	4.6
COc1ccc(NC(=O)CNCc2ccc(Cl)cc2)cc1S(=O)(=O)N1CCOCC1	-1.3
O=C1Nc2ccccc2SC1=Cc1ccccc1	11.7
Cc1ccc(NS(=O)(=O)c2ccc(-c3coc(C)n3)cc2)c(Cl)c1	-2.2
c1ccc(OCCOCCOc2ccccc2)cc1	-18.0
COc1ccccc1C(=O)c1ccccc1C(=O)c1ccccc1	-4.3
Cc1cc(=O)[nH]c2nc3ccccc3n12	-4.7
CCOc1ccc(S(=O)(=O)N2CCN(C(=O)c3ccc(C)c(S(=O)(=O)N4CCOCC4)c3)CC2)cc1	-4.4
O=C(Nc1ccc(S(=O)(=O)NC2=NCCCCC2)cc1)c1ccc(Cl)c([N+](=O)[O-])c1	0.3
O=C(NN1CCOCC1)c1ccc(Cl)cc1Cl	1.4
CC1(C)CN(Cc2ccccc2)C(=O)[C@H]1CC(=O)Nc1ccc(Br)cc1	-13.7
COc1ccc(C(=O)N2CCC2)cc1S(=O)(=O)NCc1ccc(Cl)cc1	-2.0
CC1(C(=O)OCC(=O)Nc2ccc(Cl)cn2)CC1(Cl)Cl (stereo not drawn)	11.6
Cc1c(C=NNc2ccccc2)[nH]c(=O)[nH]c1=O	-8.1
COC(=O)c1ccc(CNC(=O)c2sccc2-c2ccccc2)cc1	-18.0
CN(C)CCC(O)(c1ccccc1)c1ccccc1Cl (stereo not drawn)	-5.9
COc1ccc(CN(C)C[C@@H]2OCCCC[C@H](C)Oc3ccc(NC(=O)Nc4ccc(F)cc4)cc3C(=O)N([C@H](C)CO)C[C@H]2C)cc1	-0.1
C[C@H]1CN([C@@H](C)CO)C(=O)CCCn2nncc2CO[C@H]1CN(C)C(=O)Nc1ccnc(N2CCOCC2)c1	1.7
COc1ccc(N(CC(=O)Nc2ccc(S(=O)(=O)N3CCOCC3)cc2)S(C)(=O)=O)cc1OC	0.1
Cc1ccc(S(=O)(=O)N2CCCCC2)cc1NC(=O)CCNC(=O)c1ccccc1	3.5
Next entries follow:
SMILES	RXFP1 antag
CC(=O)Oc1ccc(Cl)cc1CN(C(C)=O)C1CCCCC1	0.9
CC(=O)c1c(O)c(C)c(O)c2c1OC1=CC(=O)/C(=C(/C)N)C(=O)C12C (stereo not drawn)	16.6
CN(C)S(=O)(=O)c1cccc(NC(=O)COc2ccc(S(=O)(=O)N3CCOCC3)cc2Cl)c1	-17.4
O=C(c1ccccc1)N1CCN(C(=O)c2ccncc2)CC1	-0.2
Cc1noc(C)c1COc1ccccc1C(=O)NCCc1ccc(F)cc1	3.1
COc1cc2c(cc1OC)CN(C(=O)CSC1=NCCS1)CC2	0.1
O=C(Cc1ccc(Cl)cc1)Nc1cccnc1Cl	-3.5
CC(C)NC(=O)N(C)C[C@H]1OCCCC[C@H](C)Oc2ccc(NS(=O)(=O)c3ccccc3)cc2C(=O)N([C@H](C)CO)C[C@H]1C	5.6
O=C(COC(=O)c1ccccc1Br)NC1CCCCCCC1	-18.5
COc1c2c(c(OC)c3ccccc13)[C@@]1(OC2)O[C@H](CCO)C[C@H](O)[C@H]1O	-5.5
CC(NC(=O)CSc1nnnn1C1CC1)c1ccccc1Br (stereo not drawn)	3.4
O=C1Cc2cccc(=O)c(O)c2C(=O)O1	-1.3
CC(=O)Oc1c(C(C)C)cc(N(C(C)=O)c2ccccc2)cc1C(C)C	-2.2
O=C(COC(=O)/C=C/c1ccc(F)cc1)Nc1ccc(S(=O)(=O)N2CCOCC2)cc1	5.4
C[C@@H]1CN([C@@H](C)CO)C(=O)CCCn2nncc2CO[C@@H]1CN(C)S(=O)(=O)c1cccc(C#N)c1	6.3

Reformatted in markdown: part of the list above
| molecule | RXFP1 antag |
| --- | --- |
| O=C1[C@H]2[C@@H](c3ccc(C(F)(F)F)cc3)N[C@]3(CCCN(Cc4ccc(C(F)(F)F)cc4)C3=O)[C@H]2C(=O)N1Cc1ccccc1 | -5.0 |
| CC1=C(C(=O)N(C)C)CC(CC(=O)NC2CCCC2)C(=O)N1CCC1=CCCCC1 (stereo not drawn) | -1.1 |

Later entries
SMILES	RXFP1 antag
Cc1cc(C)c(C)c(S(=O)(=O)N2CCNC(=O)C2)c1C	-1.7
CC(=O)Nc1ccc(S(=O)(=O)N(C)CC(=O)NNc2c(F)c(F)cc(F)c2F)cc1	-4.2
CCC(C(=O)NCCc1ccc(S(N)(=O)=O)cc1)c1ccccc1 (stereo not drawn)	2.1
Cc1ccc(CN2C(=O)COc3cc(NS(C)(=O)=O)ccc32)cc1	-2.0
CC1(C)C(=O)Nc2ccccc2N1C(=O)COC(=O)CNS(=O)(=O)c1ccc(Br)cc1Cl	7.4
O=C(c1ccco1)N1CCN(C(c2coc3ccc(Cl)cc3c2=O)c2nnnn2C2CCCC2)CC1 (stereo not drawn)	0.4
C[C@H](NS(=O)(=O)c1ccc(F)cc1)C(=O)OCC(=O)c1c(N)n(C)c(=O)n(C)c1=O	-3.5
Cc1cc(=O)oc2c(CN3CCCCC3)c(O)ccc12	0.8
CC(=O)Oc1ccc(-c2cc3ccccc3oc2=O)cc1	-5.0
CCOC(Cn1cc([N+](=O)[O-])c(=O)[nH]c1=O)OCC	-16.0
CCCCCCCCCCCCCCCCCCOCC(O)CO (stereo not drawn)	7.5
N#Cc1ccccc1COC(=O)c1cc(S(=O)(=O)N2CCOCC2)ccc1F	11.5
Cc1cc(C)nc(NC(=O)c2c(F)c(F)c(F)c(C(=O)Nc3cc(C)cc(C)n3)c2F)c1	-0.7
CN(CC(=O)Nc1ccc(F)c(F)c1F)C(=O)/C=C/c1ccco1	-26.0
COCCN1C(=O)c2oc3cc(C)c(C)cc3c(=O)c2C1c1ccc(O)cc1 (stereo not drawn)	-0.4
